M4 antag: human M4 muscarinic receptor antagonists, primary screen, CHO cells, Fluo-8 calcium fluorescence; Muscarinic acetylcholine receptor M4 (Homo sapiens), P08173; CHO-hM4 cells, ACh EC80; inhibition, % at 3 µM; actives 0.73% (n = 360,000); AID 624125, 2012;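 active = inhibition above its plate's cutoff, the mean inhibition of sample wells plus 3 SD, cut at about 27% in these data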;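 note: 0% = acetylcholine EC80 with DMSO and 100% = DMSO without agonist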
CHRM5 antagonist: human M5 muscarinic receptor antagonists, primary screen, CHO cells, Fluo-8 calcium fluorescence. CHO-hM5 cells, ACh EC80. inhibition, % at 3 µM. actives 0.59% (n = 360,000). AID 624040, 2012;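 active = inhibition above a per-plate cutoff, the mean of that plate's test compounds plus 3 SD, cut at about 27% in these data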;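 note: 0% = acetylcholine EC80 with DMSO and 100% = DMSO without agonist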
Target sequence (P08912 whole entry, looked up): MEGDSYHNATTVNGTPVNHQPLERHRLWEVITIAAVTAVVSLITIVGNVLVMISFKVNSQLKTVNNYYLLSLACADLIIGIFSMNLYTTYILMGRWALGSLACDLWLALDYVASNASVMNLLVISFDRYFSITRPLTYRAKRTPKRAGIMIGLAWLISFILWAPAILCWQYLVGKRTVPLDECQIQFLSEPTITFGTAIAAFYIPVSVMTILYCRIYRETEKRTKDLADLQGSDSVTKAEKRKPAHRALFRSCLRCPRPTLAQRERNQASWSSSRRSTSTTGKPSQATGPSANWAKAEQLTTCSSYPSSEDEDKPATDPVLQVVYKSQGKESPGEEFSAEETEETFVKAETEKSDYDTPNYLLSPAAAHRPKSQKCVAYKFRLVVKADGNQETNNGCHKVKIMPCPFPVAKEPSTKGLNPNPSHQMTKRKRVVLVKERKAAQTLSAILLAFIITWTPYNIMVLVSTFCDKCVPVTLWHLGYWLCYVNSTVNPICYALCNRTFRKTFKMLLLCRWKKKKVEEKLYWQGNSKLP
CRFR2-BP antag: antagonists of CRF-BP/CRF-R2 complex, primary screen, cell-based, HEK293, calcium dye fluorescence, uHTS; CRF-induced calcium fluorescence; inhibition, % at 11.8 µM; actives 0.59% (n = 350,000);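 active = inhibition of the ligand-induced calcium signal above about 50% at the single tested concentration, limit read from the data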
CHRM1 PAM: human M1 muscarinic receptor positive allosteric modulators, primary screen, CHO-K1 cells, Fluo-8 calcium fluorescence, 1536-well; CHO-K1 hM1, ACh EC20; 0% = ACh EC20, 100% = maximal ACh; Muscarinic acetylcholine receptor M1 (Homo sapiens), P11229; actives 0.088% (n = 360,000); activation, % at 3 µM; in the data active = activation above about 19%, passing the limit was not always enough
Target sequence (P11229 whole entry, looked up): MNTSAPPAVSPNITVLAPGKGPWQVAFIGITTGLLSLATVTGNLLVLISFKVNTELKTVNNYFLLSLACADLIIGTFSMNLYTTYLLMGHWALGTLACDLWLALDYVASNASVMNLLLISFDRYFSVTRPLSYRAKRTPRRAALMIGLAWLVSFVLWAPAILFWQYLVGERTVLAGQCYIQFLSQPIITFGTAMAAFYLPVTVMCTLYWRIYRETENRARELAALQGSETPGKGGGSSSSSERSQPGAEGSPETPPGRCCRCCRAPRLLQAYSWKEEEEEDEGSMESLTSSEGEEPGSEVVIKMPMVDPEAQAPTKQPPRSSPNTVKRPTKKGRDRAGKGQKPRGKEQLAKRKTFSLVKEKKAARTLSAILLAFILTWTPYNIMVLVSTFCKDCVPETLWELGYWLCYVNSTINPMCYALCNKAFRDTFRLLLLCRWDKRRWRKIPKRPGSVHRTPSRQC
CHRM5 agonist: human M5 muscarinic receptor agonists, primary screen, CHO-K1 cells, Fluo-8 calcium fluorescence. Muscarinic acetylcholine receptor M5 (Homo sapiens), P08912. CHO-K1 hM5 cells; 0% DMSO wells, 100% maximal acetylcholine response. activation, % at 3 µM. actives 0.19% (n = 360,000). AID 624037, 2012;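 active = activation above the run's mean over test compounds plus 3 SD, cut at about 23% in these data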;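 note: signal is peak over basal fluorescence ratio across the kinetic read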
CRFR2-BP ag: agonists of CRF-BP/CRF-R2 complex, primary screen, cell-based, HEK293, calcium dye fluorescence, uHTS; actives 0.46% (n = 350,000); activation, % at 13.2 µM; calcium dye fluorescence (FLIPR); percent of saturating CRF peptide response; CRF-binding protein / CRF receptor 2 complex (human);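 active = activation of at least 50%, plus an integration ratio under a set limit after plate pattern correction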;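 note: plate controls were neutral control wells without compound for no effect and CRF at EC100 for full effect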
CHRM4 agonist: human M4 muscarinic receptor agonists, primary screen, CHO-K1 cells, Fluo-8 calcium fluorescence. Muscarinic acetylcholine receptor M4 (Homo sapiens), P08173. CHO-K1 hM4/Gqi5; vehicle 0%, full acetylcholine response 100%. activation, % at 3 µM. actives 0.14% (n = 360,000). AID 624127, 2012;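 active = activation above the run mean over all test wells plus 3 SD, cut at about 32% in these data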;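 note: peak over basal fluorescence ratio per well then scaled between controls; 0% = DMSO wells and 100% = acetylcholine at EC100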
CHRM4 PAM: human M4 muscarinic receptor positive allosteric modulators, primary screen, CHO-K1 cells, Fluo-8 calcium fluorescence; activation, % at 3 µM; actives 0.4% (n = 360,000); CHO-K1 hM4/Gqi5, ACh EC20; 0% = ACh EC20, 100% = maximal ACh;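 active = activation above its plate's cutoff, the mean activation of sample wells plus 3 SD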; note: some results filed as inactive read as strong as hits
M5 PAM: human M5 muscarinic receptor positive allosteric modulators, primary screen, CHO-K1 cells, Fluo-8 calcium fluorescence; AID 624038, 2012; actives 0.3% (n = 360,000); Muscarinic acetylcholine receptor M5 (Homo sapiens), P08912; activation, % at 3 µM; CHO-K1 hM5, ACh EC20 PAM; 0% = ACh EC20, 100% = ACh EC100;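 active = activation above the run cutoff, the mean activation of all test compounds plus 3 SD, cut at about 18% in these data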
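Test system: CHO-K1 hM5 cells / Doses: single-point, 3 µM nominal / Times: Post-acetylcholine fluorescence recording 140 s / Technique: Fluo-8 calcium fluorescence / Measure: Max/basal fluorescence ratio as % of EC20–EC100 ACh window / Benchmarks: low control EC20 acetylcholine (0%), high control EC100 acetylcholine (100%) / Replicates: one well per compound, no replicates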
Active calls of the source: *; / = not tested or not shown.

SMILES	M4 antag	CHRM5 antagonist	CRFR2-BP antag	CHRM1 PAM	CHRM5 agonist	CRFR2-BP ag	CHRM4 agonist	CHRM4 PAM	M5 PAM
O=C(C1CC1)N1CCc2cc(S(=O)(=O)NCC3COc4ccccc4O3)ccc21 (configuration not stated)	-7	2	22	-6	5	3.3	9	-6	-15
Cc1nc(CCN2C(=O)c3ccccc3C2=O)cs1	-2	-2	7	4	1	-1.4	0	-2	0
CC(OC(=O)COc1ccccc1[N+](=O)[O-])C(=O)Nc1ccc(N2CCOCC2)cc1 (configuration not stated)	1	6	1	9	1	3.8	1	2	5
C=CCOC(=O)C1=C[C@@H](C2CCCCC2)C[C@@H](OCc2ccc(CO)cc2)O1	-1	5	-1	1	3	-0.8	-1	2	3
Cc1nc2c(C)cccn2c1/C(O)=C1\C(=O)C(=O)N(CCN(C)C)C1c1ccncc1 (configuration not stated)	6	1	4	-15	2	-1.2	1	-2	-6
Cc1ccc(S(=O)(=O)N2CC3(O)CN(C(=O)OC(C)C)N(C(=O)OC(C)C)CC3(OC(=O)NC3CCCC3)C2)cc1 (configuration not stated)	3	-4	0	1	2	0.6	10	-7	-4
CC(O)(c1ccc(F)c(F)c1)c1nc(-c2ccoc2)cs1 (configuration not stated)	-9	-1	/	13	0	/	1	3	-1
CC(NC(=O)CCc1c[nH]c2ccccc12)c1ccccc1 (configuration not stated)	0	6	-4	5	0	-1.0	1	-2	0
COc1cc2[nH]cc(C(=O)NCCc3ccccc3)c(=O)c2cc1OC	7	5	3	-14	2	0.1	9	-6	-11
O=C(Nc1cccc(OCC(=O)N2CCOCC2)c1)c1cccc([N+](=O)[O-])c1	-10	7	-8	12	1	1.0	5	10	-6

Sorted by count of non-hydrogen atoms (smallest number first): some entries from above.
SMILES	M4 antag	CHRM5 antagonist	CRFR2-BP antag	CHRM1 PAM	CHRM5 agonist	CRFR2-BP ag	CHRM4 agonist	CHRM4 PAM	M5 PAM
CC(NC(=O)CCc1c[nH]c2ccccc12)c1ccccc1 (configuration not stated)	0	6	-4	5	0	-1.0	1	-2	0
COc1cc2[nH]cc(C(=O)NCCc3ccccc3)c(=O)c2cc1OC	7	5	3	-14	2	0.1	9	-6	-11
O=C(Nc1cccc(OCC(=O)N2CCOCC2)c1)c1cccc([N+](=O)[O-])c1	-10	7	-8	12	1	1.0	5	10	-6
O=C(C1CC1)N1CCc2cc(S(=O)(=O)NCC3COc4ccccc4O3)ccc21 (configuration not stated)	-7	2	22	-6	5	3.3	9	-6	-15
CC(OC(=O)COc1ccccc1[N+](=O)[O-])C(=O)Nc1ccc(N2CCOCC2)cc1 (configuration not stated)	1	6	1	9	1	3.8	1	2	5
Cc1ccc(S(=O)(=O)N2CC3(O)CN(C(=O)OC(C)C)N(C(=O)OC(C)C)CC3(OC(=O)NC3CCCC3)C2)cc1 (configuration not stated)	3	-4	0	1	2	0.6	10	-7	-4

Looked up by structure from the entries so far (five):
SMILES	M4 antag	CHRM5 antagonist	CRFR2-BP antag	CHRM1 PAM	CHRM5 agonist	CRFR2-BP ag	CHRM4 agonist	CHRM4 PAM	M5 PAM
COc1cc2[nH]cc(C(=O)NCCc3ccccc3)c(=O)c2cc1OC	7	5	3	-14	2	0.1	9	-6	-11
C=CCOC(=O)C1=C[C@@H](C2CCCCC2)C[C@@H](OCc2ccc(CO)cc2)O1	-1	5	-1	1	3	-0.8	-1	2	3
Cc1nc(CCN2C(=O)c3ccccc3C2=O)cs1	-2	-2	7	4	1	-1.4	0	-2	0
CC(O)(c1ccc(F)c(F)c1)c1nc(-c2ccoc2)cs1 (configuration not stated)	-9	-1	/	13	0	/	1	3	-1
Cc1nc2c(C)cccn2c1/C(O)=C1\C(=O)C(=O)N(CCN(C)C)C1c1ccncc1 (configuration not stated)	6	1	4	-15	2	-1.2	1	-2	-6

Additional compounds follow:
SMILES	M4 antag	CHRM5 antagonist	CRFR2-BP antag	CHRM1 PAM	CHRM5 agonist	CRFR2-BP ag	CHRM4 agonist	CHRM4 PAM	M5 PAM
CCn1c(COc2ccc(Cl)cc2)nnc1SCC(=O)Nc1ccc2c(c1)OCO2	6	-2	11	-12	-3	-0.9	4	-14	-9
O=C(Cn1cnc2cc([N+](=O)[O-])ccc2c1=O)Nc1cccc(S(=O)(=O)N2CCOCC2)c1	6	6	0	1	-1	1.7	0	0	2
COc1ccc(Cl)cc1N(CC(=O)N1CCCCC1)S(C)(=O)=O	1	3	19	5	-5	0.8	1	1	-8
C[C@@H]1CN([C@@H](C)CO)S(=O)(=O)c2ccc(Br)cc2O[C@H]1CN(C)Cc1ccncc1	-1	2	0	-13	2	0.1	9	-3	-5
CCN(CC)S(=O)(=O)c1ccc2[nH]cc(C(=O)NCCCN3CCCCC3C)c(=O)c2c1 (configuration not stated)	9	2	-17	-9	-6	-0.3	0	-10	0
O=C(NC(=S)Nc1cccc(F)c1)c1cccc([N+](=O)[O-])c1	-8	3	-20	1	-2	-2.0	3	1	-4
CCOC(=O)COc1ccc(CCNC(C)=O)cc1	-5	-4	-4	12	1	2.1	1	5	-1
CC1CCCN(S(=O)(=O)c2csc(C(N)=O)c2)C1 (configuration not stated)	1	-2	5	10	-5	-0.2	2	4	3
N#Cc1sc2nc(-c3ccccc3)cc(C(F)(F)F)c2c1N	-13	5	-16	5	-1	16	1	3	4
CCN(CC(=O)Nc1c(F)cccc1F)C(=O)CN1c2cccc3cccc(c23)S1(=O)=O	-5	3	1	1	-1	-1.4	2	-1	2
O=C(CCS(=O)(=O)c1ccc(Cl)cc1)NC1CCCC1	0	7	2	10	4	-1.6	1	6	0
CSc1ncnc2c1ncn2CCCNCC1CCCO1 (configuration not stated)	0	-7	5	2	1	2.5	1	3	2
COc1ccc2[nH]cc(CCNC(=S)NCCc3ccccc3)c2c1	-23	12	-5	3	-5	-1.7	6	-6	-5
COc1cc(C(=O)Nc2c(C(=O)O)[nH]c3ccc(Br)cc23)cc(OC)c1OC	4	13	-2	0	-2	-0.4	-1	-1	-6
COc1ccc(CN2CCN(Cc3cn(C)nc3-c3ccccc3)CC2CCO)c(C)c1C (configuration not stated)	-3	-11	-56	5	-2	7.0	2	3	9
Cc1cc(NC(=O)C2CC2)ncc1NC(=O)c1ccccn1	0	-7	-5	6	0	6.0	2	-7	-5
O=C(NCc1ccc2c(c1)OCO2)c1ccc(S(=O)(=O)NCC2CCCO2)cc1 (configuration not stated)	2	0	-10	-5	0	0.6	3	-4	-4
COC(=O)C1=C(C)N(c2ccc(C)cc2)/C(=C/c2cccs2)C1=O	-2	4	39	6	0	-0.4	2	2	12
CCOc1ccc2c(S(=O)(=O)O)cccc2c1[N+](=O)[O-]	-9	11	-2	10	2	-2.3	1	6	4
O=C(COC(=O)c1ccc2ncsc2c1)Nc1cccc(Cl)c1	-2	1	-6	13	4	-0.3	11	-2	-19
CCCOc1ccc(NC(=O)C2CC(=O)N/C(=N/N=C(\C)CCc3ccc4c(c3)OCO4)S2)cc1 (configuration not stated)	-6	5	23	0	-2	-1.4	2	1	-7
CN1CCC2(CC1)NC(=O)NC2=O	0	3	-2	-2	-3	-1.1	0	-1	-7
Cc1cc(C)n2nc(C(=O)N/N=C/c3ccc(O)cc3)nc2n1	-7	-4	0	4	-1	0.3	0	-2	4
COC(=O)/C(C#N)=C/c1c(-c2ccccc2)nc2n1CCS2	-13	3	-6	9	1	-1.6	1	-12	-2
Cc1ccc(N(C(=O)c2snc(C(N)=O)c2N)C(CC(C)C)C(=O)NC2CCCC2)cc1 (configuration not stated)	-1	-2	14	-3	-1	0.4	1	3	0
C=CCn1c(Oc2cc(C)ccc2C)nc2c1c(=O)n(C)c(=O)n2C	7	-4	2	3	0	-0.6	-2	8	3
COc1ccc(CCNC(=O)c2ccc(=O)[nH]n2)cc1OC	-1	4	-8	-1	-3	1.0	1	-1	-1
Cc1ccc(NC(=O)Nc2cccc(F)c2)nc1	7	-9	-25	8	6	0.6	-1	-6	3
COc1ccc(-c2[nH]ncc2CN(CCO)Cc2cccs2)c(F)c1	-3	1	-5	5	2	-2.5	4	-1	-5
O=C(COC(=O)c1ccccc1SCC(=O)N1CCCC1)Nc1ccccc1	-6	7	1	10	-2	3.6	10	-2	-10

Continued; the last 2 above are carried over.
SMILES	M4 antag	CHRM5 antagonist	CRFR2-BP antag	CHRM1 PAM	CHRM5 agonist	CRFR2-BP ag	CHRM4 agonist	CHRM4 PAM	M5 PAM
COc1ccc(-c2[nH]ncc2CN(CCO)Cc2cccs2)c(F)c1	-3	1	-5	5	2	-2.5	4	-1	-5
O=C(COC(=O)c1ccccc1SCC(=O)N1CCCC1)Nc1ccccc1	-6	7	1	10	-2	3.6	10	-2	-10
S=C(Nc1ccc(Cl)cc1Cl)N1CCCC1	-9	4	12	3	-2	-0.6	1	11	-4
CC(C)(C)c1cc(C(c2cccnc2)N2CCN(CCO)CC2)cc(C(C)(C)C)c1O (configuration not stated)	5	-3	-2	2	-6	-0.3	-1	1	2
CCOC(=O)C1=C(Nc2ccccc2)OCC1=O	4	-7	1	8	-2	-0.2	0	7	3
CC(Oc1ccc(Cl)cc1)C(=O)N1CCCc2ccccc21 (configuration not stated)	0	-5	5	17	-5	0.8	-1	2	7
Cc1[nH]c2ccc(-c3n[nH]c(=S)n3Cc3ccccc3)cc2c1C	-9	0	-40	-4	-1	6.7	16	5	-3
CCC1=C(OC(=O)N(CC)CC)N2C(=O)OC(=NCCc3c[nH]c4ccccc34)[C@]2(Cc2ccccc2)[C@H]2C1=CC[C@H]1C(=O)N(CC(=O)OC)C(=O)[C@H]12	-8	4	-3	-4	-2	-1.2	-1	3	3
O=C(Cc1nnc(NC(=O)c2ccccc2)s1)N/N=C\c1ccc(O)c(O)c1	0	5	-9	5	4	1.2	0	1	-2
O=C(CSc1ncnc2c1oc1ccccc12)Nc1cccc(F)c1	5	11	5	6	1	2.7	1	3	-2
O=C(NCC(c1ccco1)N1CCN(c2ccc(F)cc2)CC1)OCc1ccccc1 (configuration not stated)	-30	-8	16	-3	0	16	2	-1	-5
CCOC(=O)C1CCCN(C(=O)/C=C/c2ccccc2)CC1 (configuration not stated)	-10	-8	/	18	-2	/	1	0	-1
O=C(Nc1ccc(N2CCOCC2)c(Cl)c1)c1ccc(S(=O)(=O)N2CCOCC2)cc1	-4	19	-2	6	-1	1.5	12	-7	-6
CCC(CC)C(=O)NCc1ccc(Cl)cc1	2	20	17	-7	1	-4.8	18	-19	-10
NS(=O)(=O)c1ccc(NC2(C(=O)O)CCCC2)cc1	-5	4	5	6	0	-0.1	1	6	0

Screening data: PubChem, several laboratories
